# PhoP GFP inhibition = Inhibition of PhoP regulon, Salmonella typhi GFP reporter cells, confirmation, 4 h (AID 1850). Salmonella Typhi PhoP-promoter GFP reporter, fluorescence, 4 h; higher % means a stronger effect. inhibition, % at 50 µM; hits with a dose series show IC50 in µM. 310,000 compounds, 0.33% hits; in the data active = a potency from the dose series; inconclusive = inhibition mostly from about 25% at the one dose, without a potency; inactive = the rest, 99 in 100 with inhibition below about 19%;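 also: 0% = induced wells with vehicle and 100% = uninduced wells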
# tuberculosis growth = growth inhibition of non-replicating M. tuberculosis (AID 488890). 320,000 compounds, 0.39% hits. Mycobacterium tuberculosis non-replicating, growth inhibition; higher % means a stronger effect. inhibition, % at 25 µM; hits with a dose series show IC50 in µM; in the data active = a potency from the dose series; inconclusive = inhibition mostly from about 82% at the one dose, without a potency; inactive = the rest, 99 in 100 with inhibition below about 76%;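 also: plate controls were DMSO cells for no effect and high antibiotic wells for full effect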
# H37Rv inhibition = M. tuberculosis growth inhibition, HTS (AID 449762); M. tuberculosis H37Rv growth inhibition, 7H9 media; higher % means a stronger effect; inhibition, % at 25 µM, or IC50 in µM where a hit was titrated; 330,000 compounds, 0.59% hits; in the data active = a potency from the dose series; inconclusive = inhibition above about 70% without an active follow-up result;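 also: bacterial growth assessed after seven days of incubation; strong numbers were not always called active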
# influenza NS1A = H1N1 influenza NS1A inhibitors, functional cell based assay (AID 504329); NS1A functional cell-based assay, percent inhibition; higher % means a stronger effect; inhibition, % at 12.5 µM; hits with a dose series show IC50 in µM; 340,000 compounds, 0.3% hits; in the data active = a potency from the dose series; inconclusive = inhibition above about 27% without an active follow-up result; also: strong numbers were not always called active
# inhibitors of VEEV = inhibitors of VEEV TC-83 cytopathic effect, confirmation, Vero cells (AID 588727). Vero cells, VEEV TC-83 cytopathic effect inhibition; higher % means a stronger effect. inhibition, % at 20 µM, or IC50 in µM where a hit was titrated. 350,000 compounds, 0.13% hits; in the data active = a potency from the dose series; inconclusive = inhibition mostly from about 14% at the one dose, without a potency; inactive = the rest, 99 in 100 with inhibition below about 12%; also: strong numbers were not always called active
# inhibitors of VEEV 10K pilot screen = recorded beside inhibitors of VEEV, whose call it bears; inhibition, %; measured here: 10K pilot screen inhibition
# Starred values were filed as active, the others as inactive; i = inactive; u = inconclusive; x = not tested or not shown; & = joins results of further samples. Rows are unselected. Share with any hit: about 1.6%.
SMILES,PhoP GFP inhibition,tuberculosis growth,H37Rv inhibition,influenza NS1A,inhibitors of VEEV,others
COc1ccccc1S(=O)(=O)Cc1ccc(C(=O)N2CCN(c3ccccn3)CC2)o1,-13.9%,-6.5%,-5.8%,-7.1%,9.9%,
COc1ccc2c(c1)CCN1C2CCN2C(=O)CCC21 (centres undefined),-6.3%,-6.8%,2.4%,-0.2%,0.1%,
COc1ccccc1OC(=O)Cc1cccc2ccccc12,-7.5%,67.4%,2.9%,-2.8%,2.7%,
COc1ccc(Cl)cc1C(=O)NCc1cn(C)nc1C,7.2%,-9.7%,-7.7%,10.4%,0.1%,
COCCN(C(=O)COC(=O)Cc1c(C)nc2ccccc2c1C)c1c(N)n(CC(C)C)c(=O)[nH]c1=O,x,23.5%,-12.2%,2.3%,3.0%,
Cc1ccccc1-n1cnnc1SCC(=O)Nc1cccnc1Cl,10.5%,-6.3%,5.9%,-1.8%,1.3%,
Cc1ccccc1-c1cc(C(=O)O)nn1CC1CC(c2cccc([N+](=O)[O-])c2)=NO1 (centres undefined),-13.8%,-6.6%,-1.8%,-2.1%,1.1%,inhibitors of VEEV 10K pilot screen=1.4
COCC(C)NS(=O)(=O)c1ccc(C(=O)NCCCn2ccc3ccccc32)cc1 (centres undefined),-1.9%,-0.8%,-0.1%,-5.5%,0.8%,
CCOc1ccc(S(=O)(=O)NCCC(=O)N2CCCC(C)C2)cc1 (centres undefined),10.0%,-23.2%,-7.4%,-6.6%,0.4%,
CS(=O)(=O)Nc1ccc(C(=O)N2CCN(c3ccccc3)CC2)cc1,2.2%,1.3%,-0.5%,2.4%,2.5%,

# Nothing new here: 4 of the compounds above.
SMILES,PhoP GFP inhibition,tuberculosis growth,H37Rv inhibition,influenza NS1A,inhibitors of VEEV,others
COc1ccccc1S(=O)(=O)Cc1ccc(C(=O)N2CCN(c3ccccn3)CC2)o1,-13.9%,-6.5%,-5.8%,-7.1%,9.9%,
COc1ccc2c(c1)CCN1C2CCN2C(=O)CCC21 (centres undefined),-6.3%,-6.8%,2.4%,-0.2%,0.1%,
COc1ccccc1OC(=O)Cc1cccc2ccccc12,-7.5%,67.4%,2.9%,-2.8%,2.7%,
COc1ccc(Cl)cc1C(=O)NCc1cn(C)nc1C,7.2%,-9.7%,-7.7%,10.4%,0.1%,

# Next section
SMILES,PhoP GFP inhibition,tuberculosis growth,H37Rv inhibition,influenza NS1A,inhibitors of VEEV,others
CCOc1ccccc1NC(=O)N1CCC(NC(=O)c2ccccc2C)CC1,-1.2%,-9.8%,1.9%,2.8%,4.0%,
O=C(COC(=O)CNC(=O)c1ccccc1)Nc1ccc(S(=O)(=O)N2CCOCC2)cc1,7.8%,18.4%,1.3%,-9.5%,1.3%,
COC(=O)c1cc(C(=O)N2CCN(c3ncccn3)CC2)cc([N+](=O)[O-])c1,1.9%,-1.0%,9.0%,-3.9%,3.1%,
CN(C)c1ccnc(C(=O)O)c1,3.6%,7.7%,0.1%,-3.6%,1.1%,
O=C(NC(=S)Nc1ccc(N2CCOCC2)cc1)c1cncc(Br)c1,-12.2%,67.7%,13.2%,-2.0%,1.8%,
Cc1cc(C)c(S(=O)(=O)Nc2ncn[nH]2)c(C)c1,-7.4%,19.8%,-6.7%,-0.1%,0.9%,
Cc1cc(C)c2oc(-c3ccc(Cl)c(NC(=O)c4ccc(C#N)cc4F)c3)nc2c1,-3.6%,9.1%,26.1%,-4.9%,u,
COC(=O)[C@H](Cc1c[nH]c2ccccc12)NC(=O)NCc1ccc(OC)cc1,-8.7%,-23.4%,-1.8%,-5.2%,i,
O=C(NNc1c2ccccc2nc2ccccc12)c1ccc(O)cc1O,5.0%,79.2%,25.3%,32.1µM*,12.0%,
O=C(CSc1nc(-c2ccco2)cc(C(F)(F)F)n1)NCCc1ccccc1,1.7%,6.3%,4.3%,0.9%,3.5%,

# Sorted by heavy-atom count (rising): part of the list above.
SMILES,PhoP GFP inhibition,tuberculosis growth,H37Rv inhibition,influenza NS1A,inhibitors of VEEV,others
CN(C)c1ccnc(C(=O)O)c1,3.6%,7.7%,0.1%,-3.6%,1.1%,
COC(=O)c1cc(C(=O)N2CCN(c3ncccn3)CC2)cc([N+](=O)[O-])c1,1.9%,-1.0%,9.0%,-3.9%,3.1%,
COC(=O)[C@H](Cc1c[nH]c2ccccc12)NC(=O)NCc1ccc(OC)cc1,-8.7%,-23.4%,-1.8%,-5.2%,i,
Cc1cc(C)c2oc(-c3ccc(Cl)c(NC(=O)c4ccc(C#N)cc4F)c3)nc2c1,-3.6%,9.1%,26.1%,-4.9%,u,

# (further entries)
SMILES,PhoP GFP inhibition,tuberculosis growth,H37Rv inhibition,influenza NS1A,inhibitors of VEEV,others
O=C(c1cccs1)N1CCN(C(=O)N2CCOCC2)CC1,-3.9%,-3.0%,2.2%,-6.9%,1.3%,
CC(NC(=O)Nc1ccc(F)cc1)C(c1cccs1)N1CCCC1 (centres undefined),-1.9%,-10.4%,1.8%,-2.7%,0.1%,
Cc1ccc(C)c(OCC(=O)Nc2ccc(N3CCOCC3)cc2)c1,-2.6%,23.8%,4.4%,-2.5%,2.0%,
CCCCN(CC)CCCNC(=O)c1cn(CC)c2ccc(S(=O)(=O)N3CCc4ccccc4C3)cc2c1=O,-10.4%,35.5%,11.7%,12.6%,i,
Cc1cc(C(=O)CSc2nnc(Cc3ccccc3)o2)c(C)n1Cc1ccc2c(c1)OCO2,7.8%,17.5%,-0.5%,11.3%,4.3%,
Cc1ccc(S(=O)(=O)NCc2ccccc2)cc1C(=O)NCC(C)(C)N1CCOCC1,1.9%,-12.2%,-2.8%,-8.1%,1.8%,
O=C(c1ccco1)N1CCN(S(=O)(=O)c2cccc([N+](=O)[O-])c2)CC1,-0.8%,-6.0%,1.5%,-21.1%,1.0%,
CCCn1c(SCC(=O)N2CCOCC2)nnc1-c1ccncc1,9.1%,-4.8%,5.0%,-8.7%,1.8%,
Cn1cccc1-c1cc(C(=O)N/N=C/c2ccccc2Cl)[nH]n1,16.8%,-9.8%,4.5%,-0.2%,4.3%,
CCCCOc1cc(CC2CNC(=O)N2)ccc1OC (centres undefined),-8.3%,-5.1%,-1.1%,-0.6%,1.9%,

# 4 compounds picked at random from the list so far, as already listed:
SMILES,PhoP GFP inhibition,tuberculosis growth,H37Rv inhibition,influenza NS1A,inhibitors of VEEV,others
Cn1cccc1-c1cc(C(=O)N/N=C/c2ccccc2Cl)[nH]n1,16.8%,-9.8%,4.5%,-0.2%,4.3%,
O=C(c1ccco1)N1CCN(S(=O)(=O)c2cccc([N+](=O)[O-])c2)CC1,-0.8%,-6.0%,1.5%,-21.1%,1.0%,
CC(NC(=O)Nc1ccc(F)cc1)C(c1cccs1)N1CCCC1 (centres undefined),-1.9%,-10.4%,1.8%,-2.7%,0.1%,
O=C(c1cccs1)N1CCN(C(=O)N2CCOCC2)CC1,-3.9%,-3.0%,2.2%,-6.9%,1.3%,

# (listing goes on)
SMILES,PhoP GFP inhibition,tuberculosis growth,H37Rv inhibition,influenza NS1A,inhibitors of VEEV,others
OCCC1CN(CCCn2cccn2)CCN1Cc1ccccc1 (centres undefined),2.7%,7.6%,-4.6%,-21.5%,0.1%,
Cc1cc(C)cc(NC(=O)/C=C/c2ccc([N+](=O)[O-])s2)c1,-1.5%,u,-2.4%,9.1%,4.1%,
Cc1ccc(S(=O)(=O)NC2c3cccc4cccc(c34)C2Sc2nc(C)cc(C)n2)cc1 (centres undefined),-27.1%,45.2%,0.6%,-0.8%,3.3%,
COc1cc(C)ccc1OCCOCCOc1ccccc1Br,-1.0%,41.2%,-4.2%,-1.6%,0.7%,
Cc1cc(OCC(=O)NC(C)C)ccc1Cl,4.4%,11.1%,3.0%,0.6%,0.4%,
CCCOc1ccc(C(=O)N2CCCC2C(=O)O)cc1 (centres undefined),-1.4%,-3.2%,-0.9%,-3.1%,i,
NCC12CC3CC(C1)CC(CN)(C3)C2,12.5%,-0.6%,-1.6%,4.1%,i,
NS(=O)(=O)c1ccc(NC(=O)COC(=O)COc2ccc(Cl)cc2)cc1,-4.6%,30.6%,-0.5%,-16.3%,0.8%,
O=C(Nc1nccs1)C1CCCCN1S(=O)(=O)c1ccccc1 (centres undefined),16.2%,-2.1%,5.8%,6.0%,1.0%,
O=C(CCCCCN1C(=O)c2cccc3cccc(c23)C1=O)NCc1ccco1,-2.5%,-7.2%,-9.8%,x,i,
COc1ccc(NC(=O)c2cccc3cccnc23)cc1S(N)(=O)=O,7.4%,8.8%,6.0%,8.0%,1.4%,
N=c1sccn1CC(=O)Nc1ccc([N+](=O)[O-])cc1Cl,2.9%,3.6%,3.8%,21.6%,0.9%,
O=C(Nc1cc(S(=O)(=O)N2CCCC2)ccc1Cl)c1ccncc1,x,-5.5%,-5.9%,-7.0%,i,
COc1ccc(CNC2CC(C)N(C)CC2C)cc1OC (centres undefined),-6.5%,-0.1%,1.0%,-3.5%,0.7%,
N=C1c2ccccc2CN1CC(=O)c1ccccc1,-4.2%,-10.7%,-0.1%,3.5%,0.9%,
Cn1c(=O)c2c(nc(SCC(=O)c3ccc(F)cc3)n2C)n(C)c1=O,-11.7%,-10.3%,-4.3%,-0.6%,0.8%,
CC(=O)N1CCOCCOCCOCC1,4.6%,-12.7%,2.1%,-26.7%,5.1%,
Fc1ccc(SCCc2ccncc2)cc1,-1.1%&-4.7%,16.9%&49.7%,-4.8%&-12.7%,-1.3%&6.0%,i,
N#CCCn1cc(C(=O)Nc2ccccn2)c(-c2ccccc2)n1,-2.7%,9.5%,1.2%,19.9%,i,
O=S(=O)(Nc1cccnc1)c1cccs1,-0.4%,14.2%,-6.8%,0.6%,2.4%,
CCn1c(O)c(N=NC(=O)CNC(=O)c2ccco2)c2ccccc21,0.5%,-5.7%,-11.3%,-4.6%,0.1%,
CC1CCc2nc(NC(=O)C3CC3)sc2C1 (centres undefined),3.1%,8.0%,-3.3%,-0.1%,6.3%,
COc1cccc(CNC(=O)CCc2nc3cc(S(=O)(=O)N4CCOCC4)ccc3n2C)c1,1.2%,-26.4%,-11.0%,-9.9%,5.0%,
Cc1cccc(NC(=O)c2ccc(NC(C)c3ccccc3)c([N+](=O)[O-])c2)n1 (centres undefined),-3.8%,-3.0%,9.3%,5.1%,1.1%,
O=c1c2ccccc2nc(CSc2ncnc3nc[nH]c23)n1-c1cccc(C(F)(F)F)c1,8.2%,18.9%,-5.5%,-3.5%,11.0%,
COc1cc(C(C)=O)ccc1OCC(O)CNCC1(N2CCCCC2)CCCCC1 (centres undefined),0.1%,2.8%,3.4%,-4.9%,0.8%,
COc1ccc(C2c3c(-c4ccccc4O)n[nH]c3C(=O)N2CCc2ccc(OC)c(OC)c2)cc1 (centres undefined),-2.9%,-13.2%,-5.0%,13.6%,7.2%,
COC(=O)c1ccccc1NS(=O)(=O)c1ccc2c(c1)oc(=O)n2C,2.1%,25.1%,-3.2%,2.9%,0.2%,
CCCCn1c(=O)c(F)cn(Cc2ccc(OC)c([N+](=O)[O-])c2)c1=O,-1.1%,13.0%,-0.9%,-9.6%,0.5%,
C=CCN(c1nc(C)c(Br)c(OC)n1)S(=O)(=O)c1ccc(C)cc1,5.2%,-11.0%,3.8%,-27.1%,0.2%,
COc1cc(OC)c2c(c1)OC(c1ccc(OC)c(OC)c1)C(O)C2=O (centres undefined),-9.2%,0.0%,-17.6%,-7.5%,0.1%,
COc1ccc(NS(=O)(=O)c2ccc(OC)c3ccccc23)cn1,-4.6%,-2.3%,-4.1%,13.9%,i,
COC(=O)c1ccccc1Nc1cc(C)nc2nc(C)nn12,-5.7%,6.3%,-2.4%,11.2%,5.2%,
CC(C)[C@H](NC(=O)c1ccccc1)C(=O)OCC(=O)Nc1ccc2c(c1)OCCO2,-6.3%,13.2%,1.4%,8.3%,0.1%,
CC1(C)CN(c2ccccc2)N(C(=O)c2ccc(C#N)cc2)C1=O,-2.6%,7.9%,72.4µM*,-9.2%,i,
Cc1ccc(OCCNS(=O)(=O)c2ccc(N3CCCC3=O)cc2)cc1,1.8%,4.1%,-3.5%,1.5%,0.9%,

# Bioassay records deposited in PubChem BioAssay by Southern Research Specialized Biocontainment Screening Center.
